Screening data from PubChem.
phage Ecoli inh = E. coli growth loss with phage present. AID 651602. inhibition, % at 11.9 µM. growth absorbance. 0.26% of 360,000 active; in the data active = inhibition above about 11%
HTR5A inv ctr = inverse agonist of human HTR5A in OPRM1-OPRD1 counter-screen. P47898. HTR5A cell line, luminescence, inverse agonism. inhibition, % at 9.3 µM. 0.083% of 340,000 active. AID 504634; in the data active = inhibition mostly above about 23%, no sharp cut-off; inactive = mostly below about 18%;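 note: 0% = cells with DMSO and 100% = no-cell wells with DMSO; some compounds called inactive have numbers as strong as hits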
HTR5A ag = HTR5A agonism, opioid heterodimer counter-screen. P47898. HTR5A agonist assay, luminescence, cell-based. 0.61% of 340,000 active. activation, % at 9.3 µM. AID 504692; in the data active = activation mostly above about 9.5%, no sharp cut-off; inactive = mostly below about 7.6%;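 note: 0% = cells with vehicle only and 100% = reference agonist; strong numbers were not always called active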
MOR-DOR ag = agonists of human mu-delta opioid receptor heterodimerization | P35372+P41143 | cells, OPRM1-OPRD1 heterodimerization, luminescence | activation, % at 9.3 µM | 0.3% of 340,000 active | AID 504326; in the data active = activation above about 18%;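 note: 0% = vehicle-treated cells and 100% = reference agonist; values of inactives mirror those of a sister screen read the other way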
DSG3 Ab inh = blocks pemphigus antibody binding to human desmoglein-3 | binding (percent of control), % at 10 µM | P32926 | DSG3-coupled beads, scFv-anti-DSG3-GFP binding, flow cytometry; active compounds read low | 0.48% of 310,000 active;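 active = binding more than 3 SD below its plate's average and above zero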;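 note: hits lower antibody fragment binding to DSG3; some compounds called inactive have numbers as strong as hits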
Target sequence (P32926 whole entry, looked up, the tested form may be a part): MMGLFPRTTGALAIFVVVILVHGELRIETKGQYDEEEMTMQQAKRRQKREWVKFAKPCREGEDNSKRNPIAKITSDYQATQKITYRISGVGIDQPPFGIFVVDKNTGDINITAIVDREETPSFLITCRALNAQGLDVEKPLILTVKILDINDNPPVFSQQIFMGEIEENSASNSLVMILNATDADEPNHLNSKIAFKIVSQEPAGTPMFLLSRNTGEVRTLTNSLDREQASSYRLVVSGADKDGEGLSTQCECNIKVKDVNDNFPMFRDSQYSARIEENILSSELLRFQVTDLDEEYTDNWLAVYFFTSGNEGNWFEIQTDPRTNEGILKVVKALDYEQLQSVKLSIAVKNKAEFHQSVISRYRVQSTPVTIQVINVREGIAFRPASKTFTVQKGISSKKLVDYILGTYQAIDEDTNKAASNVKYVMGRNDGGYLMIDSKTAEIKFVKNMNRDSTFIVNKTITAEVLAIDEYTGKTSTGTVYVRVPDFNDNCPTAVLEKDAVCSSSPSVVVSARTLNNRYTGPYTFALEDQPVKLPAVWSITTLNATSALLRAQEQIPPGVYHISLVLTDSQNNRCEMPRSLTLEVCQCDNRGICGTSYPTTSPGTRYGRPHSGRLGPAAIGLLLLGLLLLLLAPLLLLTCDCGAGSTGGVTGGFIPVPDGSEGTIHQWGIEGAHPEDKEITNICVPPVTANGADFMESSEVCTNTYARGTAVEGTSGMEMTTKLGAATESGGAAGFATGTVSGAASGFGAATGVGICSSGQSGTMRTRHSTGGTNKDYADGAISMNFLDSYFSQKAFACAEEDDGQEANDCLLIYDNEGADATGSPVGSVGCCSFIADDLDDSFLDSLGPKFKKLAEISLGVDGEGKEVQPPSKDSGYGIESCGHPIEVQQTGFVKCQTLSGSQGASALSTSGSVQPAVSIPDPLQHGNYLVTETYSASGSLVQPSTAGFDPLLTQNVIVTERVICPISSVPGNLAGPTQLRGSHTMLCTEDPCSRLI
Ecoli viability = counter-screen for AddAB inhibitors: E. coli growth inhibition; E. coli V3065 growth, OD600 absorbance, 18 h; inhibition, % at 11.9 µM; 0.27% of 330,000 active;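 active = inhibition above the campaign's mean inhibition across all tested compounds plus 3 SD, cut at about 9.9% in these data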;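 note: uninfected addAB+ strain grown without phage in ampicillin broth; 0% = DMSO wells and 100% = ciprofloxacin 0.95 µg/ml wells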
Mot1-301 SUMO = inhibitors of SUMOylation pathway: yeast Mot1-301 growth rescue; growth rescue, % at 18.8 µM; S. cerevisiae Mot1-301 growth rescue, ATP luminescence, 38.5C; percent above DMSO median, 100 means doubled; 1% of 320,000 active;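 active = every valid replicate shows activation above 250% relative to neutral control wells; inactive = the rest, any valid replicate at or below 250%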;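 note: OY570 slx delta 5 strain wells were the positive control but not used for scaling; some compounds called inactive have numbers as strong as hits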
PfHsp90 set2 = inhibits growth of yeast expressing Plasmodium falciparum Hsp90 | S. cerevisiae expressing PfHsp90, BacTiter-Glo ATP, 48 h; yeast lacking PDR1 and PDR3 efflux regulators | inhibition, % at 9.4 µM | 0.32% of 310,000 active;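 active = every replicate shows inhibition above about 80%, whatever the replicate mean, limit read from the data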;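 note: 0% = DMSO neutral controls and 100% = 20 µM radicicol positive controls; yeast relying on Plasmodium falciparum Hsp90 in place of its own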
OPRM1-OPRD1 inv = inverse agonists of human mu-delta opioid receptor heterodimerization. P35372+P41143. cell-based MOR-DOR heterodimer luminescence, inverse agonism. inhibition, % at 9.3 µM. 0.21% of 340,000 active; in the data active = inhibition above about 22%, passing the limit was not always enough;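 note: 0% = cells with DMSO and 100% = wells without cells with DMSO; values of inactives mirror those of a sister screen read the other way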
PKA-R1A activ = activators of PKA-R1A complex. PKA-R1A dissociation, Cy5-IP20 fluorescence polarization; scaled: DMSO 0%, 113 µM cGMP 100%. activation, % at 11.4 µM. 0.083% of 340,000 active;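 active = percent activation above the mean of all tested compounds plus 3 SD, cut at about 19% in these data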;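 note: higher means more PKAc released from R1A so a rise in polarization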
AddAB inh = less growth of phage-infected E. coli with AddAB. E. coli expressing H. pylori AddAB, absorbance growth. 0.29% of 330,000 active. inhibition, % at 11.9 µM. AID 435030; in the data active = inhibition above about 12%;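 note: 0% = vehicle wells of infected cells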
* hit, by the source's call.

Results for CCCN1CCN(C2CCCCC2NS(=O)(=O)c2ccccc2)CC1 (configuration not stated) ?
HTR5A inv ctr: -9; HTR5A ag: 1; MOR-DOR ag: -0.7; DSG3 Ab inh: 112; Ecoli viability: 0.9; Mot1-301 SUMO: -4; PfHsp90 set2: -30; OPRM1-OPRD1 inv: 4; PKA-R1A activ: 6; AddAB inh: -0.6

What do the screens show for `COc1cc(-c2nnc(SCC3(c4ccc(Br)cc4)OCCO3)o2)cc(OC)c1OC`?
phage Ecoli inh: 2.7; HTR5A inv ctr: 9; HTR5A ag: -3; MOR-DOR ag: -1.3; DSG3 Ab inh: 104; Ecoli viability: 1.7; Mot1-301 SUMO: 11; PfHsp90 set2: -11; OPRM1-OPRD1 inv: 7; PKA-R1A activ: -6; AddAB inh: 2.2

How did CC(C)(C)OC(=O)CC[C@@H](C(=O)N1CCN(C(=O)OC(C)(C)C)CC1)n1cc(C(CO)NC(=O)OC(C)(C)C)nn1 (some centres not stated) do in these assays?
phage Ecoli inh: 0.8; HTR5A inv ctr: -4; HTR5A ag: 0; MOR-DOR ag: -1.4; DSG3 Ab inh: 108; Ecoli viability: -1.5; Mot1-301 SUMO: 13; PfHsp90 set2: -17; OPRM1-OPRD1 inv: 8; PKA-R1A activ: 2; AddAB inh: 2.2

What do the screens show for `Nc1c(C(=O)OCC(=O)Nc2ccc(OC(F)F)cc2)[nH]c(=O)[nH]c1=O`?
phage Ecoli inh: -1.0; HTR5A inv ctr: -9; HTR5A ag: 0; MOR-DOR ag: -1.7; DSG3 Ab inh: 100; Ecoli viability: -1.1; Mot1-301 SUMO: -14; OPRM1-OPRD1 inv: 7; PKA-R1A activ: -1; AddAB inh: -1.3

What do the screens show for `Cc1cc(/C=N/Nc2ccc([N+](=O)[O-])cn2)c(C)n1-c1ccccc1`?
phage Ecoli inh: 2.2; HTR5A inv ctr: 7; HTR5A ag: -1; MOR-DOR ag: 0.2; DSG3 Ab inh: 90; Ecoli viability: -1.1; PfHsp90 set2: -8; OPRM1-OPRD1 inv: -1; PKA-R1A activ: -14; AddAB inh: -1.0

Results for O=[N+]([O-])c1ccc(NCCNc2ccc([N+](=O)[O-])cc2)cc1 ?
phage Ecoli inh: 1.2; HTR5A inv ctr: -13; HTR5A ag: 3; MOR-DOR ag: -1.9; DSG3 Ab inh: -6.8*; PfHsp90 set2: 2; OPRM1-OPRD1 inv: 10; PKA-R1A activ: -4

Results for Cc1ccc(/C=C(\C#N)C(=O)NC(C)C)o1 ?
phage Ecoli inh: -1.4; HTR5A inv ctr: 11; HTR5A ag: 0; MOR-DOR ag: 1.2; Ecoli viability: -1.0; Mot1-301 SUMO: -8; PfHsp90 set2: 5; OPRM1-OPRD1 inv: -6; PKA-R1A activ: -8; AddAB inh: -0.5

Results for O=C(c1ccccc1)N1CCSC1=S ?
phage Ecoli inh: 2.9; HTR5A inv ctr: 2; HTR5A ag: -1; MOR-DOR ag: 0.2; Ecoli viability: -1.1; Mot1-301 SUMO: 3; OPRM1-OPRD1 inv: -1; PKA-R1A activ: -4; AddAB inh: 2.8

How did COc1cc2c(C(=O)NCCN(C)C)cn(CC(C)C)c(=O)c2cc1OC do in these assays?
phage Ecoli inh: -2.0; HTR5A inv ctr: -21; HTR5A ag: 2; MOR-DOR ag: 0.5; DSG3 Ab inh: 92; Ecoli viability: -2.5; Mot1-301 SUMO: -10; PfHsp90 set2: 10; OPRM1-OPRD1 inv: -2; PKA-R1A activ: -16; AddAB inh: -1.0

Results for N/C(=N\OC(=O)C1CCCCC1)c1cccnc1 ?
HTR5A inv ctr: -2; HTR5A ag: 1; MOR-DOR ag: -2.2; DSG3 Ab inh: 105; Ecoli viability: 3.3; Mot1-301 SUMO: -9; PfHsp90 set2: -29; OPRM1-OPRD1 inv: 12; PKA-R1A activ: 12; AddAB inh: 3.3

How did Cn1c(CN2CCOCC2)nnc1SCC(=O)Nc1cccc(C(F)(F)F)c1 do in these assays?
phage Ecoli inh: 0.5; HTR5A inv ctr: -6; HTR5A ag: 7; MOR-DOR ag: -1.0; Ecoli viability: -2.1; Mot1-301 SUMO: 156; PfHsp90 set2: 20; OPRM1-OPRD1 inv: 7; PKA-R1A activ: -10; AddAB inh: 2.2

How did CCCOP(=O)(OCCC)C(Nc1ccc(C(C)C)cc1)c1ccc([N+](=O)[O-])cc1 (configuration not stated) do in these assays?
phage Ecoli inh: -0.1; HTR5A inv ctr: -6; HTR5A ag: 5; MOR-DOR ag: 3.8; Ecoli viability: -0.7; Mot1-301 SUMO: 1; PfHsp90 set2: 20; OPRM1-OPRD1 inv: -20; PKA-R1A activ: 5; AddAB inh: 3.5

Results for CCC(C)[C@H]1CN=C(N)N1CCc1cccc(F)c1 (some centres not stated) ?
phage Ecoli inh: 2.3; HTR5A inv ctr: -39; HTR5A ag: 14; MOR-DOR ag: -1.0; DSG3 Ab inh: 101; Ecoli viability: 1.2; Mot1-301 SUMO: 129; PfHsp90 set2: 31; OPRM1-OPRD1 inv: 6; PKA-R1A activ: -12; AddAB inh: 4.5

Results for Cc1c(=O)n(OCc2ccccc2F)c2ccccc2[n+]1[O-] ?
phage Ecoli inh: 0.5; HTR5A inv ctr: -29; HTR5A ag: 1; MOR-DOR ag: 4.1; DSG3 Ab inh: 102; Ecoli viability: 0.1; Mot1-301 SUMO: 8; PfHsp90 set2: 8; OPRM1-OPRD1 inv: -24; PKA-R1A activ: 10; AddAB inh: -1.3

Results for CCOC(=O)C1CCCN(S(=O)(=O)c2cn(C)c(=O)n(C)c2=O)C1 (configuration not stated) ?
phage Ecoli inh: 2.6; HTR5A inv ctr: -6; HTR5A ag: 2; MOR-DOR ag: -0.9; DSG3 Ab inh: 100; Ecoli viability: 0.6; Mot1-301 SUMO: 0; PfHsp90 set2: -21; OPRM1-OPRD1 inv: 6; PKA-R1A activ: -4; AddAB inh: -2.5

Pulled by compound from the list above, 2 records:
What do the screens show for `Cc1cc(/C=N/Nc2ccc([N+](=O)[O-])cn2)c(C)n1-c1ccccc1`?
phage Ecoli inh: 2.2; HTR5A inv ctr: 7; HTR5A ag: -1; MOR-DOR ag: 0.2; DSG3 Ab inh: 90; Ecoli viability: -1.1; PfHsp90 set2: -8; OPRM1-OPRD1 inv: -1; PKA-R1A activ: -14; AddAB inh: -1.0

Results for O=[N+]([O-])c1ccc(NCCNc2ccc([N+](=O)[O-])cc2)cc1 ?
phage Ecoli inh: 1.2; HTR5A inv ctr: -13; HTR5A ag: 3; MOR-DOR ag: -1.9; DSG3 Ab inh: -6.8*; PfHsp90 set2: 2; OPRM1-OPRD1 inv: 10; PKA-R1A activ: -4

Going on with the list:
How did O=S(=O)(c1cccc2nonc12)N1CCN(c2cccc(Cl)c2)CC1 do in these assays?
phage Ecoli inh: 1.4; HTR5A inv ctr: 16; HTR5A ag: 0; MOR-DOR ag: 1.0; DSG3 Ab inh: 108; Ecoli viability: -0.9; Mot1-301 SUMO: 1; PfHsp90 set2: 10; OPRM1-OPRD1 inv: -4; PKA-R1A activ: -5; AddAB inh: 1.4

What do the screens show for `Cc1ccc(OCCNS(=O)(=O)c2ccc(N3CCCC3=O)cc2)cc1C`?
phage Ecoli inh: 2.1; HTR5A inv ctr: -2; HTR5A ag: 2; MOR-DOR ag: 2.2; DSG3 Ab inh: 105; Ecoli viability: 1.7; Mot1-301 SUMO: 50; PfHsp90 set2: 11; OPRM1-OPRD1 inv: -13; PKA-R1A activ: -1; AddAB inh: 2.0

Results for O=C(CSc1nnc(NC(=O)c2cccc(Cl)c2)s1)NCC1CCCO1 (configuration not stated) ?
phage Ecoli inh: 2.0; HTR5A inv ctr: -5; HTR5A ag: 2; MOR-DOR ag: -1.9; DSG3 Ab inh: 102; Ecoli viability: -0.9; Mot1-301 SUMO: -14; PfHsp90 set2: 14; OPRM1-OPRD1 inv: 10; PKA-R1A activ: -6; AddAB inh: 0.1

What do the screens show for `COc1ccc(Nc2nc(Cl)c(C=O)s2)cc1`?
HTR5A inv ctr: 7; HTR5A ag: -3; MOR-DOR ag: 0.7; DSG3 Ab inh: 120; Ecoli viability: -0.2; Mot1-301 SUMO: 1; OPRM1-OPRD1 inv: -3; PKA-R1A activ: 5; AddAB inh: 2.3

What do the screens show for `CC(C)CN(C(=O)COC(=O)CNC(=O)c1ccccc1F)c1c(N)n(Cc2ccccc2)c(=O)[nH]c1=O`?
phage Ecoli inh: 2.0; HTR5A inv ctr: 4; HTR5A ag: -2; MOR-DOR ag: -2.7; DSG3 Ab inh: 113; Ecoli viability: -1.8; Mot1-301 SUMO: -2; PfHsp90 set2: 4; OPRM1-OPRD1 inv: 15; PKA-R1A activ: 14; AddAB inh: -1.5

Results for COc1ccc(NC(=O)C(=O)Nc2cccc3cccnc23)c(OC)c1 ?
phage Ecoli inh: 0.5; HTR5A inv ctr: -11; HTR5A ag: 3; MOR-DOR ag: -1.1; DSG3 Ab inh: 93; Ecoli viability: 0.7; Mot1-301 SUMO: -9; PfHsp90 set2: 6; OPRM1-OPRD1 inv: 5; PKA-R1A activ: 8; AddAB inh: -1.0

What do the screens show for `Cc1n[nH]c(C)c1C(=O)CC1(O)C(=O)N(CCc2ccccc2)c2ccc(Cl)cc21` (configuration not stated)?
phage Ecoli inh: 3.3; HTR5A inv ctr: 13; HTR5A ag: 3; MOR-DOR ag: -0.5; Ecoli viability: 1.0; Mot1-301 SUMO: 1; PfHsp90 set2: 22; OPRM1-OPRD1 inv: 2; PKA-R1A activ: -7; AddAB inh: 3.1

How did CC(OC(=O)c1ccc2c(=O)n3c(nc2c1)CCCCC3)C(=O)Nc1ncc(Cl)cc1Cl (configuration not stated) do in these assays?
phage Ecoli inh: 2.4; HTR5A inv ctr: -19; HTR5A ag: -4; MOR-DOR ag: -1.2; DSG3 Ab inh: 101; Ecoli viability: 0.3; Mot1-301 SUMO: -2; PfHsp90 set2: -17; OPRM1-OPRD1 inv: 6; PKA-R1A activ: -12; AddAB inh: 1.7

How did O=C(O)/C=C/c1ccc(OCCCF)cc1 do in these assays?
phage Ecoli inh: 3.5; HTR5A inv ctr: -7; HTR5A ag: 2; MOR-DOR ag: -1.8; DSG3 Ab inh: 100; Ecoli viability: -0.4; Mot1-301 SUMO: 16; PfHsp90 set2: 5; OPRM1-OPRD1 inv: 10; PKA-R1A activ: -4; AddAB inh: -1.0

Results for CC(NC(=O)COc1ccc(Oc2ccccc2)cc1)C(=O)O (configuration not stated) ?
phage Ecoli inh: 4.0; HTR5A inv ctr: -1; HTR5A ag: -1; MOR-DOR ag: -1.7; Ecoli viability: 1.4; Mot1-301 SUMO: -19; PfHsp90 set2: -13; OPRM1-OPRD1 inv: 9; PKA-R1A activ: -9; AddAB inh: 3.6

How did O=C(Nc1nnc(SCC(=O)N2CCCCC2)s1)c1c(F)cccc1F do in these assays?
phage Ecoli inh: 4.6; HTR5A inv ctr: -9; HTR5A ag: 4; MOR-DOR ag: -1.4; DSG3 Ab inh: 100; Ecoli viability: 1.9; Mot1-301 SUMO: 29; PfHsp90 set2: -7; OPRM1-OPRD1 inv: 8; PKA-R1A activ: -7; AddAB inh: 5.1
